A3A deaminase: blocks human APOBEC3A ssDNA deamination | 330,000 tested, 0.41% active | recombinant A3A, FAM/TAMRA ssDNA deamination fluorescence | inhibition, % at 20 µM | AID 493011;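 active = at least 40% inhibition at 20 µM here, with at most 30% in a related deaminase screen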;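 also: plate controls were A3A with DMSO for no effect and wells lacking A3A enzyme for full effect; some results filed as inactive read as strong as hits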
Target sequence (P31941 whole entry, looked up): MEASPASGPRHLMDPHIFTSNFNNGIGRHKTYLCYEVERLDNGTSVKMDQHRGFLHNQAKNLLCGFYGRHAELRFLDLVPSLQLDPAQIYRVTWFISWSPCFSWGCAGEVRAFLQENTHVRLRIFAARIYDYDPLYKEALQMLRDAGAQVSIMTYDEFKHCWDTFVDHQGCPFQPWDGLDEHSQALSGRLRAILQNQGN
ATG4B inhibitor: inhibitors of human ATG4B cysteine protease; Q9Y4P1; ATG4B cleavage of LC3-PLA2, NBD-HPC fluorescence, 1 h; inhibition, % at 8.33 µM; 340,000 tested, 0.51% active; AID 504462; in the data active = inhibition above about 40%
mIAP block: blocks mouse intestinal alkaline phosphatase. purified mouse IAP, CDP-Star luminescence, 30 min. inhibition, % at 10 µM. 330,000 tested, 0.2% active. AID 2806;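 active = inhibition of at least 40% at 10 µM in the primary screen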;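 also: plate controls were DMSO with enzyme for no effect and no enzyme wells for full effect; values of inactives mirror those of a sister screen read the other way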
A3G deaminase: blocks human APOBEC3G single-stranded DNA deamination | AID 493012 | 330,000 tested, 0.28% active | recombinant A3G, ssDNA deamination FAM/TAMRA fluorescence | inhibition, % at 20 µM | Q9HC16;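 active = inhibition of at least 40% at 20 µM, with no more than 30% in the related APOBEC3A deaminase screen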;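 also: plate controls were DMSO wells with A3G for no effect and wells lacking A3G enzyme for full effect; some compounds called inactive have numbers as strong as hits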
Target sequence (Q9HC16 whole entry, looked up): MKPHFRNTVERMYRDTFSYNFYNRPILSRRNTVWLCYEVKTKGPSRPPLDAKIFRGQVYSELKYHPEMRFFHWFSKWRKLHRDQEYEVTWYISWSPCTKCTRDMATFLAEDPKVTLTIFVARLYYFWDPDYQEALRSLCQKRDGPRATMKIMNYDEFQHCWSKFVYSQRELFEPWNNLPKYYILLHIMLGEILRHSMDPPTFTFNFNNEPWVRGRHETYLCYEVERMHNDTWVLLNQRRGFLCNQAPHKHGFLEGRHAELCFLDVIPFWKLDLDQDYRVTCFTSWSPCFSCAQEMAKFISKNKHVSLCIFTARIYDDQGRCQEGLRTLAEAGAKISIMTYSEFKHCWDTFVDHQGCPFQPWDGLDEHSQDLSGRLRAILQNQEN
MIN6 prolif: induces beta-cell replication in MIN6 cells | MIN6 cells proliferation, ATPlite luminescence, 48 h; cells starved in 0.2% serum; 100% = growth in 10% serum | proliferation, % at 10 µM | 330,000 tested, 0.29% active | AID 2380;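 active = compounds whose signal lies at least 3.5 SD above the mean of all wells on their plate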;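 also: 0% = DMSO-treated cells in low-serum medium and 100% = 10% serum control; some compounds called inactive have numbers as strong as hits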
MPTP inh: blocks calcium-induced mitochondrial swelling | isolated mouse mitochondria, Ca2+ swelling absorbance, 30 min | 360,000 tested, 1.4% active | AID 602449 | inhibition, % at 10 µM;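 active = inhibition of 50% or more, scaled per plate between neutral and stimulator controls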;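 also: 0% = DMSO wells given calcium and 100% = 1 mM EGTA wells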
hIAP activ: human IAP activation. purified human IAP, CDP-Star luminescence, 30 min; stronger effect = higher value; 1 = vehicle-only enzyme, 0 = enzyme-free background. 330,000 tested, 0.16% active. AID 2524. activation factor at 10 µM. P09923;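 active = activation factor of the enzyme at least 2-fold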; also: the source names both 10 and 20 µM as test concentration; values of inactives mirror those of a sister screen read the other way
Target sequence (P09923 whole entry, looked up): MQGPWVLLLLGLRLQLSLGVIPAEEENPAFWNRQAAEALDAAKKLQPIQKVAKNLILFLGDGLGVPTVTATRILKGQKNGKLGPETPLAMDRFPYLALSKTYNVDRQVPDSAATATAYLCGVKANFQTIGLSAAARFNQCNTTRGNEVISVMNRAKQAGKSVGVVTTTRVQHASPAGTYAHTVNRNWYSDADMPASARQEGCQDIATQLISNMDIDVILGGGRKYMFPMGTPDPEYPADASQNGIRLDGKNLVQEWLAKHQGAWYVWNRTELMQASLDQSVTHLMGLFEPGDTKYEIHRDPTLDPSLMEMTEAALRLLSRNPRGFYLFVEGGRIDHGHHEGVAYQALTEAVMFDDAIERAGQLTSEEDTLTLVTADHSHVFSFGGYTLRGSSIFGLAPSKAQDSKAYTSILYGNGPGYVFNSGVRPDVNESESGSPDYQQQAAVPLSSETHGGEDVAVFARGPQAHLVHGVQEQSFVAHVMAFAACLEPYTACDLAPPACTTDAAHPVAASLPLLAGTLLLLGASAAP
hIAP inh: blocks human intestinal alkaline phosphatase. purified IAP, CDP-Star luminescence, 30 min. inhibition, % at 10 µM. 330,000 tested, 0.12% active;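 active = inhibition reaching a set limit with compound at 10 µM in the primary screen, cut at about 35% in these data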;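 also: plate controls were DMSO wells with enzyme for no effect and no-enzyme buffer wells for full effect; values of inactives mirror those of a sister screen read the other way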
mIAP act: increases mouse intestinal alkaline phosphatase activity. muIAP, CDP-Star luminescence, 30 min; stronger effect = higher value; 1 = vehicle-only enzyme signal, 0 = enzyme-free wells. AID 2805. activation factor at 10 µM. 330,000 tested, 0.24% active;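 active = activation factor of at least 2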; also: the source names both 10 and 20 µM as test concentration; values of inactives mirror those of a sister screen read the other way
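Assay system: mouse IAP enzyme; Reagent: CDP-Star chemiluminescent phosphatase substrate; Compound: DMSO-dissolved test compounds; Incubation: 30 min, room temperature; Technique: luminescence from enzymatic CDP-Star hydrolysis; Controls: DMSO-only wells and no-enzyme negative control.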
Active calls of the source: *; . = no result given.

SMILES | A3A deaminase | ATG4B inhibitor | mIAP block | A3G deaminase | MIN6 prolif | MPTP inh | hIAP activ | hIAP inh | mIAP act
CC(NC(=O)C(=O)N1CCOCC1)C(c1cccs1)N1CCN(c2ccc(F)cc2)CC1 (stereo not given) | -1 | 6 | -3 | 4 | -2 | 0.5 | 1.2 | -19 | 1
Cc1ccc(C(=O)COC(=O)COc2ccc(C)c(C)c2)cc1 | -2 | 0 | -4 | -4 | 3 | -1.1 | 1 | 0 | 1
COCCN(C(=O)CNC(=O)c1ccco1)C(C(=O)NC1CCCC1)c1cccs1 (stereo not given) | 0 | -10 | -10 | -3 | 2 | 1.9 | 1.1 | -6 | 1.1
COc1ccc(-c2nnc(-c3cc4c(ccc5ccccc54)oc3=O)o2)cc1 | -4 | -14 | 5 | -7 | -1 | 0.0 | 1.1 | -13 | 0.95
CCOc1ccc(NC(=S)N(CCc2c(C)[nH]c3ccccc23)Cc2ccco2)cc1 | -2 | 1 | -11 | -5 | -6 | -0.5 | 0.88 | 12 | 1.1
CC(=O)c1cc(CN2CCC(C(=O)Nc3cccc(-c4cscn4)c3)CC2)cs1 | -2 | -3 | -8 | -8 | 0 | 0.8 | 1.1 | -10 | 1.1
CC(NC(=O)c1ccc([N+](=O)[O-])cc1Cl)C1CC2CCC1C2 (stereo not given) | -2 | -7 | 6 | -2 | -3 | -0.2 | 1.1 | -6 | 0.94
Cc1ccc(CNC(=O)CCN2C(=O)[C@@H]3Cc4ccccc4CN3C2=O)cc1 | -2 | 2 | -3 | -2 | 0 | 2.7 | 1.2 | -24 | 1
O=C(CN(c1ccc(F)cc1)S(=O)(=O)c1ccccc1)NCc1ccco1 | -1 | 5 | 8 | -3 | -3 | -2.0 | 1.3 | -27 | 0.92
Cc1cccc(NC(=S)NCCc2ccccc2)c1C | -7 | 18 | -5 | -4 | -4 | 2.4 | 1 | -3 | 1.1
CC(C)(C)CN1CCNC[C@H]1Cc1cccc2ccccc12 | 1 | 4 | 4 | -1 | -9 | 55* | 1.1 | -6 | 0.95
Cc1ccc2nc(NC(=O)C3CCN(S(=O)(=O)c4cnc[nH]4)CC3)sc2c1 | 7 | -8 | 21 | -4 | -2 | -0.6 | 1.1 | -5 | 0.79
COc1ccc(CNC(=O)C(NC(C)=O)C(=O)Nc2ccc(C(C)C)cc2)cc1 (stereo not given) | 0 | 2 | -24 | 2 | 4 | 0.0 | 0.94 | 6 | 1.2
CCOc1ccc(C(C)NC(=O)c2cccnc2OCC)cc1OCC (stereo not given) | -2 | -6 | 1 | -3 | 0 | -1.5 | 1.1 | -11 | 0.99
CCOc1cc(NC(=S)NCCCN2CCOCC2)c(OCC)cc1NC(=O)C1CC1 | -1 | 2 | 6 | -9 | 0 | 0.1 | 1 | -5 | 0.94
O=C(NC(=S)Nc1ccccc1)c1cc([N+](=O)[O-])ccc1N1CCOCC1 | 0 | -17 | -5 | 7 | -2 | 1.3 | 1.1 | -13 | 1
CC1=Nn2c(nnc2C2CCCCC2)SC1 | -1 | 0 | 0 | -6 | 0 | -0.2 | 0.88 | 12 | 1
O=C(COc1ccc(Cl)cc1)NCc1n[nH]c(=O)c2ccccc12 | -2 | 10 | 7 | -7 | 3 | -1.8 | 1.1 | -13 | 0.93
OCCC1CN(Cc2nc(-c3ccccc3)cs2)CCN1Cc1ccc(F)cc1 (stereo not given) | -5 | 3 | -15 | 2 | -3 | 8.2 | 1.1 | -13 | 1.1
c1ccc2c(CSCCc3ccncc3)cccc2c1 | -2 | -7 | 0 | -5 | -3 | -2.1 | 0.66 | 34 | 1
O=C(NCCOc1ccc(F)cc1)C1CCC(=O)N(CCCN2CCOCC2)C1 (stereo not given) | -6 | -4 | 2 | -7 | 1 | -1.7 | 0.98 | 2 | 0.98
COc1cc(C2CC(=O)Oc3ccc(C(C)(C)C)cc32)cc(OC)c1OC (stereo not given) | 1 | 1 | -9 | -2 | . | -0.2 | . | . | 1.1
CN1CCN(c2nc(-c3cccnc3)nc3scc(-c4ccccc4)c23)CC1 | 4 | -12 | 5 | -4 | -6 | 1.0 | 1 | 0 | 0.95
CCCCS(=O)(=O)C(=C1Nc2ccccc2N1)S(=O)(=O)CCCC | -1 | -11 | 0 | -1 | 3 | 2.5 | 1 | -5 | 1
O=C1CCC(=O)N1c1ccc(S(=O)(=O)Nc2ccc(Br)cc2)cc1 | 2 | -1 | -9 | 1 | 1 | -1.7 | 0.99 | 1 | 1.1
O=c1c2ccccc2c(-c2ccccc2)nn1-c1ccccn1 | 1 | -2 | 0 | -6 | -3 | -1.0 | 0.94 | 6 | 1
CCOc1ccc(-n2c(SCC(N)=O)nc3c(c2=O)SCC3)cc1 | 1 | 1 | 1 | 0 | -1 | -0.3 | 0.94 | 6 | 0.99
Cc1c(Cl)cnc(NC(=O)CSc2nnnn2C)c1Cl | 0 | 12 | -11 | -4 | 2 | 0.4 | 0.91 | 9 | 1.1
COC(=O)c1cc(S(=O)(=O)N2c3ccccc3CC2C)cn1C (stereo not given) | -7 | -5 | 3 | -6 | -3 | -1.4 | 1 | 0 | 0.97
O=C(c1ccc2c(c1)OCO2)N(c1ccc(F)cc1)C1C=CS(=O)(=O)C1 (stereo not given) | -5 | -15 | -3 | -9 | 0 | -1.5 | 0.91 | 9 | 1
CCOC(=O)c1cc(-c2ccccc2)nn1CC1CC(c2ccc(OC)cc2)=NO1 (stereo not given) | -3 | -7 | -3 | -8 | -4 | -0.3 | 1.1 | -15 | 1
CCCCC(CC)CNC(=O)C1C2C=CC(C2)C1C(=O)O (stereo not given) | -2 | -4 | 3 | -6 | -2 | -0.3 | 0.89 | 12 | 0.97
O=[N+]([O-])c1ccc(NCCc2ccccc2)c(Br)c1 | -8 | -6 | 6 | -11 | 3 | -0.6 | 0.91 | 9 | 0.94
O=C1c2ccccc2C(=O)N1CCCCSc1nnnn1-c1ccccc1 | 6 | 6 | -1 | -2 | -1 | -1.2 | 0.93 | 7 | 1
COC(=O)c1[nH]c2ccccc2c1NC(=O)CN1CCN(c2cccc(Cl)c2)CC1 | -5 | 1 | 1 | -6 | -4 | -1.5 | 1.3 | -25 | 0.99
Cc1ccccc1OCC(=O)N(Cc1ccc(N(C)C)cc1)C1CCS(=O)(=O)C1 (stereo not given) | -2 | -1 | -9 | -6 | -1 | -0.8 | 0.79 | 21 | 1.1
O=C(CN1CCN(Cc2ccccc2)CC1)N/N=C/c1ccco1 | -2 | 0 | -6 | -6 | -2 | -0.8 | 1.1 | -12 | 1.1
O=S1(=O)CC(NCc2ccccc2)C(Nc2ccc(Cl)cc2)C1 (stereo not given) | -1 | -14 | 2 | -5 | -1 | -0.2 | 0.99 | 1 | 0.98
Cc1ccc(S(=O)(=O)N2CCOCC2)cc1NC(=O)COC(=O)CNC(=O)c1ccc(C(C)(C)C)cc1 | 8 | -11 | 0 | -2 | -3 | 2.8 | 1.1 | -10 | 1
CCOc1ccccc1OCCC(=O)OCC(=O)Nc1c(C)nn(-c2ccccc2)c1C | 2 | -2 | 0 | -8 | 6 | -0.3 | 0.99 | 0 | 1
COc1cc(NC(=O)CSc2nnnn2Cc2ccccc2)cc(OC)c1 | 1 | -3 | -14 | 0 | -3 | -0.1 | 1.1 | -9 | 1.1
CC(OC(=O)Cc1c[nH]c2ccccc12)C(=O)Nc1ccccc1[N+](=O)[O-] (stereo not given) | -2 | 3 | 6 | -11 | 3 | -1.0 | 0.96 | 4 | 0.94
O=C(Cn1cnc2c(nnn2Cc2ccc(F)cc2)c1=O)NCc1ccc(F)cc1 | -2 | -10 | 2 | -4 | 0 | 0.6 | 1 | 0 | 0.98
Cc1cnc(NC(=O)COc2ccc3c(c2)CCC3)s1 | 1 | 1 | 2 | 1 | -4 | -0.5 | 0.8 | 20 | 0.98
C/C(N)=C(/C#N)C(=O)CSc1nnc(-c2ccc3c(c2)OCO3)o1 | -6 | -12 | 8 | -6 | -2 | 0.4 | 1 | -1 | 0.92
C#CCNC(=O)/C=C/c1ccc(OC)cc1 | -5 | -5 | -2 | -10 | 0 | 0.3 | 1.1 | -6 | 1
O=C(NCCCN1CCCC1=O)c1cccc(NS(=O)(=O)c2ccc(Br)cc2)c1 | -5 | -8 | 0 | -12 | 0 | -1.9 | 0.92 | 8 | 1
CC(=O)c1ccc(N2CCN(CC(O)COCc3ccco3)CC2)cc1 (stereo not given) | 6 | -16 | 0 | -10 | 4 | -0.7 | 1.2 | -21 | 1

Three compounds from above, ordered by number of heavy atoms, highest first.
SMILES | A3A deaminase | ATG4B inhibitor | mIAP block | A3G deaminase | MIN6 prolif | MPTP inh | hIAP activ | hIAP inh | mIAP act
Cc1ccc(S(=O)(=O)N2CCOCC2)cc1NC(=O)COC(=O)CNC(=O)c1ccc(C(C)(C)C)cc1 | 8 | -11 | 0 | -2 | -3 | 2.8 | 1.1 | -10 | 1
O=C(CN1CCN(Cc2ccccc2)CC1)N/N=C/c1ccco1 | -2 | 0 | -6 | -6 | -2 | -0.8 | 1.1 | -12 | 1.1
Cc1ccc(C(=O)COC(=O)COc2ccc(C)c(C)c2)cc1 | -2 | 0 | -4 | -4 | 3 | -1.1 | 1 | 0 | 1

Continued.
SMILES | A3A deaminase | ATG4B inhibitor | mIAP block | A3G deaminase | MIN6 prolif | MPTP inh | hIAP activ | hIAP inh | mIAP act
Cn1c(=O)c2c(ncn2CCN(CCO)Cc2ccccc2)n(C)c1=O | -3 | -1 | 11 | -5 | 0 | -0.9 | 0.97 | 2 | 0.89
CCOc1ccc(NC(=O)CCNS(=O)(=O)c2ccc3c(c2)c(=O)n(C)c(=O)n3C)cc1 | 3 | -2 | -2 | 0 | -2 | -1.1 | 0.83 | 17 | 1
CN(CC(=O)Nc1ccc(Cl)c(C(F)(F)F)c1)C(=O)c1cc(=O)[nH]c2ccccc12 | 0 | -24 | 6 | -6 | -5 | -0.9 | 0.89 | 11 | 0.94
COc1ccc(NC(=O)c2cccs2)cn1 | 0 | -5 | 2 | 0 | 0 | 1.1 | 0.97 | 3 | 0.98
Cc1ccc(NCc2nnc(SCCN3CCCCC3)n2CC2CCCO2)c(C)c1 (stereo not given) | -8 | -7 | -6 | -6 | -3 | 0.6 | 1.2 | -18 | 1.1
COc1cc(C(=O)Nc2nc3ccccc3s2)ccc1OCc1c(C)noc1C | 6 | 1 | 3 | 0 | -2 | -0.1 | 1.1 | -11 | 0.97
NS(=O)(=O)c1ccc2c(c1)C1C=CCC1C(C1CC=CCC1)N2 (stereo not given) | 3 | 12 | 56* | 3 | -1 | -2.1 | 1 | -3 | 0.44
Cc1ccc(NC(=S)Nn2cnnc2)cc1 | -2 | -8 | 9 | 23 | 2 | 2.3 | 1.2 | -24 | 0.91
CCCCN1C2=C(C(=O)CC(C)(C)C2)C(c2ccccc2)C2=C1c1ccccc1C2=O (stereo not given) | 2 | 1 | -7 | 14 | 8.2* | -6.7 | 0.94 | 6 | 1.1
CCN1C(=O)/C(=C2\SC(=S)N(CCCOC)C2=O)c2ccccc21 | -5 | -1 | 5 | 0 | -1 | 1.0 | 1.1 | -6 | 0.95
COc1ccc2c(-c3ccccc3)cc(N3CCOCC3)nc2c1 | -4 | 6 | 4 | -9 | -2 | 0.4 | 0.94 | 6 | 0.96
COc1ccc(CCN(Cc2cccs2)S(=O)(=O)c2ccc(-n3cnnn3)c(OC)c2)cc1OC | -3 | -8 | 6 | -7 | 1 | -0.7 | 0.97 | 3 | 0.94
C/C(=N\NC(=O)C1CC1)c1cccs1 | 4 | -4 | -7 | 8 | -3 | -0.5 | 1 | -5 | 1.1
CCn1ccnc1CNC(=O)C1CCC(=O)N(Cc2cccc(C(F)(F)F)c2)C1 (stereo not given) | -5 | -5 | -2 | -6 | 1 | 2.1 | 1.2 | -18 | 1
